Assay outcomes (PubChem BioAssay)
CDK5 inh: blocks human CDK5/p35 kinase activity; Q00535+Q15078; Recombinant CDK5/p35, ADP-Glo luminescence, 60 min; inhibition, % at 10 µM; actives 0.01% (n = 330,000); AID 488839;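 active = highest replicate inhibition of at least 50% and at least 75% of replicates reaching 50%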;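 note: plate controls were DMSO neutral control for no effect and GW8510 at 10 µM for full effect; many of its hits are not listed in these tables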
SR-BI HDL uptake: blocks mouse SR-BI lipid uptake from DiI-HDL. ldlA[mSR-BI] CHO cells, DiI-HDL uptake fluorescence, 3 h. Q61009. inhibition, % at 12.5 µM. actives 0.96% (n = 320,000). AID 488896;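 active = mean replicate inhibition of at least 70% and a set share of replicates each scoring 70 or more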;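 note: 0% = median of neutral control wells and 100% = median of positive control wells; values of inactives mirror those of a sister screen read the other way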
PKA-R2B activ: PKA-R2B complex activation; P22694+P31323; PKA-R2B holoenzyme dissociation, Cy5-IP20 fluorescence polarization; R2B truncated from residue 108, S112A mutant; 0% DMSO only, 100% 113 µM cGMP; activation, % at 11.4 µM; actives 0.079% (n = 340,000); AID 504700;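 active = activation above a cutoff set at the mean over all compounds plus 3 SD, cut at about 18% in these data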;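 note: higher means more holoenzyme dissociation and a rise in polarization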
Target sequence (P31323 whole entry, looked up, other chains not shown, the tested form may be a part): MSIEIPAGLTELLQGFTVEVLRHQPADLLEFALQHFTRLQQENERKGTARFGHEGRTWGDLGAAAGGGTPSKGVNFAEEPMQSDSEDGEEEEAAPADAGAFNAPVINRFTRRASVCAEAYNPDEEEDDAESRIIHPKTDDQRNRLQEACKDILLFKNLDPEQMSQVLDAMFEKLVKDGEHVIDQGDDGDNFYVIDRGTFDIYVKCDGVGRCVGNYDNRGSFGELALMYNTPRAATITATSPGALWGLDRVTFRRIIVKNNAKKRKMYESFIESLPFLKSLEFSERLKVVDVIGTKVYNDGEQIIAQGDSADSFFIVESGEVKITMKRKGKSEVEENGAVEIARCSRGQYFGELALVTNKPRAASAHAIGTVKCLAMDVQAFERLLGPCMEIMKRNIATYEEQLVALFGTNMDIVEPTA
Pemphigus Ab inh: blocks pemphigus antibody binding to human desmoglein-3 | P32926 | DSG3-coupled beads, scFv-anti-DSG3-GFP binding, flow cytometry; active compounds read low | binding (percent of control), % at 10 µM | actives 0.48% (n = 310,000) | AID 588358;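 active = binding more than 3 SD below its plate's average and above zero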;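 note: hits lower antibody fragment binding to DSG3; some compounds called inactive have numbers as strong as hits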
NSD2 HMT inh: inhibitors of human histone methyltransferase NSD2 | O96028 | NSD2 peptide methylation, AlphaScreen, 120 min | inhibition, % at 12.5 µM | actives 0.54% (n = 310,000) | AID 743445; in the data active = inhibition above about 50%
MITF TRPM1 HTS: increases MITF-driven TRPM1 promoter luciferase signal. SK-MEL-5 TRPM1-promoter luciferase, 24 h; % of positive control, neutral wells = 0. activation, % at 12.5 µM. actives 0.75% (n = 300,000);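 active = mean activation of at least 80% with every replicate also reaching 80%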;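 note: 0% = neutral control wells and 100% = parthenolide positive control wells; values of inactives mirror those of a sister screen read the other way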
Mot1-301 SUMO: inhibitors of SUMOylation pathway: yeast Mot1-301 growth rescue. S. cerevisiae Mot1-301 growth rescue, ATP luminescence, 38.5C; percent above DMSO median, 100 means doubled. growth rescue, % at 18.8 µM. actives 1% (n = 320,000);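 active = every valid replicate shows activation above 250% relative to neutral control wells; inactive = the rest, any valid replicate at or below 250%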;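 note: OY570 slx delta 5 strain wells were the positive control but not used for scaling; some compounds called inactive have numbers as strong as hits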
Arrestin-AP2 inh: human beta-arrestin and AP2 interaction inhibition. FITC-arrestin peptide / GST-AP2 beads, flow cytometry; AP2 beta2 appendage carries R879A mutation. inhibition, % at 10 µM. actives 0.31% (n = 340,000). AID 504490;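 active = inhibition above a set limit, near 3 SD of compounds lacking own fluorescence, cut at about 54% in these data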;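 note: plate controls were DMSO wells for no effect and 5 µM unlabelled arrestin peptide for full effect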
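System: GST-tagged AP2 beta2-adaptin appendage (R879A) on 4 µm glutathione beads / Reagent: FITC-arrestin peptide, 50 nM / Detection: HyperCyt-sampled flow cytometry, FL1 channel, ex 488/em 535 nm / Timing: 12 min plus 1 h, RT / Buffer or medium: PBS plus Tween 20 (0.05%) and BSA (0.1%)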
PKA-R1A act: activates the PKA-R1A holoenzyme complex; activation, % at 11.4 µM; P00514+P68181; AID 504707; actives 0.083% (n = 340,000); PKA-R1A dissociation, Cy5-IP20 fluorescence polarization; scaled: DMSO 0%, 113 µM cGMP 100%;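 active = percent activation above the mean of all tested compounds plus 3 SD, cut at about 19% in these data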;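 note: higher means more PKAc released from R1A so a rise in polarization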
SR-BI DiI-HDL act: SR-BI HDL lipid transfer activation; AID 504775; CHO ldlA[mSR-BI] cells, DiI-HDL uptake fluorescence, 3 h; 100 = double the neutral-control signal; actives 0.096% (n = 320,000); activation, % at 12.5 µM;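 active = mean replicate activation of at least 60% and every replicate at or above 60%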;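 note: 0% = median plate neutral-control signal and 100% = twice that signal; values of inactives mirror those of a sister screen read the other way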
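Test system: SR-BI-overexpressing, LDLR-lacking CHO cells; Also added: labelled HDL, 10 µg/mL; Measured by: bottom-read cell fluorescence after medium removal, ex 550/em 595 nm; Timing: 3 h uptake period with compound, 37 °C; Buffer or medium: F12, 0.5% BSA, 25 mM HEPES; Doses: single compound concentration, delivered by pin transfer.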
dFosB act: activators of mouse delta FosB homodimer; AID 493131; P13346; activation, % at 25 µM; actives 0.99% (n = 340,000); purified delta FosB, TAMRA-CDK5 oligo fluorescence polarization; percent of positive-control signal above neutral wells;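 active = mean activation above about 17%, with every replicate also reaching it, limit read from the data, passing the limit was not always enough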;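 note: fluorescence polarization rise as delta FosB binds a TAMRA Cdk5 AP-1 oligo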
Target sequence (P13346 whole entry, looked up): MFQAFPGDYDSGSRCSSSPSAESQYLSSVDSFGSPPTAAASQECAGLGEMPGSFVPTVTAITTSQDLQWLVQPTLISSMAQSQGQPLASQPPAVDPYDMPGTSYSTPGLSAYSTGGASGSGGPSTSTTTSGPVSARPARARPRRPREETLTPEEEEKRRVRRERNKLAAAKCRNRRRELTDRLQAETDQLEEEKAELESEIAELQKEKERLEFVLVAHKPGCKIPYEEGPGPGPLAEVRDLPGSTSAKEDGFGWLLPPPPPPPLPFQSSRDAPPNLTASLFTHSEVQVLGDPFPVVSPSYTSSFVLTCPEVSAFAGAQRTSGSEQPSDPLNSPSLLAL
Active calls of the source: *; nt = no result given.

CDK5 inh	SR-BI HDL uptake	PKA-R2B activ	Pemphigus Ab inh	NSD2 HMT inh	MITF TRPM1 HTS	Mot1-301 SUMO	Arrestin-AP2 inh	PKA-R1A act	SR-BI DiI-HDL act	dFosB act	structure
0.1	-19	-6	89	-2	7	nt	-5	-15	19	-1	Cc1cc(C)n2c(C)nnc2c1
2.9	-4	4	99	0	-7	-2	3	-1	4	-7	CCn1c(COc2ccc(=O)n(-c3ccccc3)n2)nnc1SCc1ccccc1
-1.2	-1	5	101	4	nt	-3	-1	3	1	-4	CCCCN(C(=O)Cn1nnc2ccccc21)C(C(=O)NCCOC)c1ccc(OC)cc1 (centres undefined)
-1.1	2	6	106	-3	6	-2	nt	1	-2	-4	COc1ccc(C(=O)Nc2cc(=O)n(C)c(=O)n2C)cc1
-0.4	5	-9	106	0	5	-6	6	-13	-5	-16	O=C(C1CCN(S(=O)(=O)c2c(Cl)cccc2Cl)CC1)N1CCCCCCC1
-1.7	52	-10	89	nt	2	7	4	-13	-52	-11	N#Cc1cccnc1N1CCN(C(=O)c2cccc3c2C(=O)c2ccc(-c4ccc(F)cc4OCc4ccccc4)cc2S3(=O)=O)CC1
-2.5	11	-3	92	nt	12	-7	-9	1	-11	11	Cn1c(N)c(C(=O)COC(=O)c2cc(-c3ccccc3)nc3ccccc23)c(=O)n(Cc2ccccc2)c1=O
-0.6	-6	3	100	-1	51	-8	2	-9	6	-22	CC(=O)c1ccc(NC(=O)Nc2cccnc2)cc1
1.1	-6	3	94	-4	-7	-12	4	-12	6	-5	O=S(=O)(NCc1cccnc1)c1ccc(Br)c2ccccc12
-0.5	4	0	110	nt	5	nt	13	-11	-4	-3	Cc1ccc(NC(=O)c2ccc(C)c(S(=O)(=O)N3CCOCC3)c2)nc1
0.1	3	2	114	2	43	1	0	8	-3	-6	Cc1csc(NC(=O)CSc2ccccc2F)n1
-0.4	-19	7	nt	-1	nt	616	-1	-9	19	-5	O=C(CSc1ccc2c(c1)OCCO2)NCCN1C(=O)CSC1=O
-2.0	-6	0	100	0	-1	-14	-8	4	6	0	O=C1Cc2cc(S(=O)(=O)Nc3ccc(F)cc3Cl)ccc2N1
-0.6	4	2	nt	nt	12	4	-1	-1	-4	3	CC(/C=C/C1[C@H](C)C[C@H](O[C@@H]2O[C@H](CO)[C@@H](O)[C@H](O)[C@H]2O)CC1(C)C)O[C@H]1O[C@H](CO)[C@@H](O)[C@H](O)[C@H]1O (some centres undefined)
-4.4	-12	-9	nt	-1	2	nt	-3	-2	12	-12	O=C(NC1CCCCC1)C(c1cccnc1)N(CCc1ccccc1)C(=O)Cc1cccs1 (centres undefined)
-0.9	26	0	nt	4	-7	138	5	-12	-26	-8	O=C(CSCc1cccc(Cl)c1)N1CCN(Cc2ccc3c(c2)OCO3)CC1
-2.1	4	-1	nt	16	nt	-12	-3	-1	-4	-7	c1ccc(-c2nc(NCC3CCCO3)c3ccccc3n2)nc1 (centres undefined)
0.9	-4	-15	85	1	6	98	-2	6	4	-6	COc1cc(-c2[nH]nc3c2C(c2ccco2)C(C#N)=C(N)O3)cc(OC)c1OC (centres undefined)
2.8	16	1	166	-5	nt	3	2	-1	-16	-12	O=C(CCn1nc(-c2ccccc2)c2ccccc2c1=O)N1CCN(c2ccccc2)CC1
0.7	-7	2	108	nt	9	-3	6	-1	7	-9	C/C=C\C(=O)Nc1cccc(C2=NOC3(C2)C[C@H](C(N)=O)N(C(=O)Cc2ccc([N+](=O)[O-])cc2)C3)c1 (some centres undefined)
-0.9	3	-5	nt	nt	2	0	-4	8	-3	1	COc1ccc(CNC(=O)[C@H](C)NC(=O)C2CCN(C(=O)[C@@H](N)CCSC)CC2)cc1
-0.9	-11	-2	101	nt	2	-12	-6	1	11	-1	CCCCCCNC(=O)N[C@H](C(=O)NCCC[C@H]1CN2C(=NC[C@H]2C)N1CCC(c1ccccc1)c1ccccc1)C(C)O (some centres undefined)
0.4	10	-3	101	-7	nt	4	2	1	-10	-1	COc1cccc(NC(=O)c2ccccc2NS(C)(=O)=O)c1
1.6	12	-3	107	-5	-2	6	-1	4	-12	-8	O=C(NCc1cccnc1)C(=O)Nc1ccc([N+](=O)[O-])cc1
0.3	44	3	nt	nt	3	-27	27	-1	-44	-1	COc1ccc(/C=N\NC(=O)c2ccc(F)cc2)cc1COc1cc(F)ccc1[N+](=O)[O-]
-1.2	-10	-3	98	3	-6	nt	-3	-5	10	-1	O=S(=O)(c1ccc(Cl)cc1)N1CCC2(CC1)OCCN2S(=O)(=O)c1cccs1
0.2	9	12	nt	-3	-8	-10	38	19*	-9	-1	CCOc1ccc(NC(=O)CN(C)C(=O)CCNC(=O)c2ccco2)cc1OCC
0.3	63	-7	124	5	-8	-28	32	-21	-63	2	O=C(Nc1ccccc1N1CCCCC1)c1cccc([N+](=O)[O-])c1
-2.1	nt	-12	nt	-2	2	98	1	-3	nt	-8	CSc1ccc(/C=C(/NC(=O)c2ccccc2)C(=O)NCCCn2ccnc2)cc1
0.1	nt	6	nt	nt	-7	228	4	-5	nt	2	O=C(NCCc1ccccc1)c1cc(-c2ccccc2)c(N2CCOCC2)s1
0.3	-9	8	101	2	-4	0	3	12	9	-5	CC1(C)CC(=O)C2=C(C1)NCN(Cc1ccccc1)C2
-1.0	-16	-4	100	22	11	4	-11	5	16	-5	Cc1nn(CCCC(=O)O)c(C)c1[N+](=O)[O-]
0.7	13	1	104	-2	2	7	4	11	-13	-2	O=C(CCC(=O)Nc1ccccc1Cl)NNC(=S)Nc1ccccc1C(F)(F)F
0.7	-21	-6	96	-2	7	190	6	13	21	-4	Cc1cc(C)nc(Nc2ccc(Br)cc2C(=O)O)n1
-2.5	16	-5	nt	-3	-4	1	2	-4	-16	-6	COc1cc2c3c(c1OC)C1(C=CC(=NO)C=C1)CC3N(C(C)=O)CC2 (centres undefined)
0.3	-19	-10	92	-2	0	11	19	-2	19	-5	COc1ccc(C2C(C#N)=C(N)Nc3onc(C(C)(C)C)c32)c(OC)c1 (centres undefined)
-1.3	1	-12	115	2	6	334*	2	-3	-1	5	O=C(Oc1ccccc1Cl)c1ccc(N2CCOCC2)c([N+](=O)[O-])c1
-2.6	40	-1	118	-1	nt	-8	3	-3	-40	-5	Cc1ccc2nc3sc(C(=O)N4CCCc5ccccc54)c(N)c3cc2c1
0.2	-27	-8	77	16	3	362*	13	-2	27	2	Cc1ccc(-c2csc3ncn(CC(=O)N4CCOCC4)c(=O)c23)cc1
0.4	-28	-19	nt	3	0	12	1	2	28	-4	Oc1c(Br)cc(/C=N/Nc2ccc(Cl)nn2)cc1Br
-0.5	-12	-6	105	18	9	4	15	4	12	-7	N#CCSc1nc2c(c(=O)n1Cc1ccco1)C1(CCCC1)Cc1ccccc1-2
0.7	2	-8	84	-9	-1	-21	38	-10	18	-8	N/C(=N\OC(=O)CCCOc1ccc(Cl)cc1Cl)c1ccccn1
-0.8	nt	3	nt	23	32	0	-3	-3	nt	-13	CC1CCCCN1C(=O)CSc1nnc(-c2ccccc2O)o1 (centres undefined)
-1.7	54	-7	97	-1	nt	nt	5	0	-54	11	COc1cccc(OC)c1C(=O)NC(=S)Nc1ccc2c(c1)Cc1ccccc1-2
-3.5	-1	-8	99	-2	0	11	2	-10	1	3	O=C(Cn1c(C(F)(F)F)nc2ccccc21)c1ccccc1
-0.1	-17	7	91	-1	-6	18	9	5	17	1	O=C1C2C3C=CC(C3)C2C(=O)N1CNc1ccccc1 (centres undefined)
0.5	-17	11	103	nt	11	5	-14	-3	17	-1	C[C@@H]1CN=C2N(CCNC(=O)CCC3CCCCC3)[C@H](Cc3ccc(O)cc3)CN21
-0.9	16	7	nt	7	1	-5	10	5	-16	-8	CCC(=O)N(C)CCc1cc2c(c(OC)c1/C=N/NC(=O)[C@H]1C[C@@H]1c1ccccc1)OCO2
-0.1	0	-3	95	5	44	6	-2	-4	0	-2	COc1ccc(Cc2nc(-c3ccccc3)no2)cc1
0.9	-2	-1	99	-1	6	-9	43	-9	2	-1	O=C(c1ccc(S(=O)(=O)NCC2CCCO2)cc1)N1CCN(c2ccccc2)CC1 (centres undefined)
-0.9	-2	-1	100	-4	1	10	9	0	2	-8	CCc1ccc(NC(=O)CN(c2ccc(OC)cc2)S(=O)(=O)c2c(C)nn(C)c2C)cc1

No enrichment for hits; 4.7% or so of the library scored in one or more.
